EBI2 block = EBI2 (human) antagonism | EBI2 beta-arrestin recruitment, luminescence, 7a,25-OHC stimulated | hit rate 0.81% among 360,000 | inhibition, % at 5 µM | P32249; in the data active = inhibition above about 38%;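 also: enzyme fragment complementation signal reports receptor beta-arrestin coupling in cells; 0% = agonist plus DMSO wells and 100% = wells without agonist; some results beyond the cut were filed as inactive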
Target sequence (P32249 whole entry, looked up, the tested form may be a part): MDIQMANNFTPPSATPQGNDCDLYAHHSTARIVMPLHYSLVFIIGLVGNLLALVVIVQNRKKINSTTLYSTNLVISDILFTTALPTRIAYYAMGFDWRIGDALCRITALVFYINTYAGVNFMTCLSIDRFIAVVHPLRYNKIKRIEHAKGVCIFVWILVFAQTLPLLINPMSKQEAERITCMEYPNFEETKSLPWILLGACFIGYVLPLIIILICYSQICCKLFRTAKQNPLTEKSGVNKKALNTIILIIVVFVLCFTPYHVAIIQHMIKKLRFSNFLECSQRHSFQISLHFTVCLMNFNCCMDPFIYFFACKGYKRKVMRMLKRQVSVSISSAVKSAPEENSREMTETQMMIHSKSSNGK
Mdm2 MdmX PPI = human Mdm2/MdmX binding inhibition; inhibition, % at 8 µM; hit rate 3% among 330,000; AID 485346; SaOS-2 split-luciferase Mdm2/MdmX complementation, luminescence;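 active = inhibition of at least 50% at 8 µM in the primary screen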
CXCR6 inh = CXCR6 (human) receptor inhibition | CHO-K1 PathHunter CXCR6 beta-arrestin, luminescence | hit rate 0.36% among 360,000 | O00574 | AID 602244 | inhibition, % at 20 µM; in the data active = inhibition above about 34%, passing the limit was not always enough;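 also: antagonist mode with CXCL16 agonist at 10 nM final; 0% = 10 nM CXCL16 with DMSO and 100% = unstimulated wells without agonist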
Target sequence (O00574 whole entry, looked up): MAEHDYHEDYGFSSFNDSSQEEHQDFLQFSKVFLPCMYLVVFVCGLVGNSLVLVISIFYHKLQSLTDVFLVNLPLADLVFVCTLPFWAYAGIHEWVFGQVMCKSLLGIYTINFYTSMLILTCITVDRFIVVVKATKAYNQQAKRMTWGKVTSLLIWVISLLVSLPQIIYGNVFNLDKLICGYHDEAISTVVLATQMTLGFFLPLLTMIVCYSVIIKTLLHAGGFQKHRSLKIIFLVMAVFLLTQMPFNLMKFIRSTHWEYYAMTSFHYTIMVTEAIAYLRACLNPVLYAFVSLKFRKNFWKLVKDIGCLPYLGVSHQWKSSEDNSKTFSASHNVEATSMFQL
XBP1 UPR activ = activators of adaptive arm of unfolded protein response (XBP1). CHO-XBP1 luciferase reporter, IRE1-XBP1 UPR activation, luminescence; percent of tunicamycin response, DMSO as zero. activation, % at 20 µM. hit rate 0.33% among 330,000. AID 463104;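 active = versus positive control, 20 µM dose yields 30% or more activation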;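 also: 100% = tunicamycin at 10 µg/mL and 0% = DMSO only wells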
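Test system: CHO-XBP1 luciferase reporter cells | Buffer or medium: Serum-containing F12 medium, 10% FBS | Schedule: 6 h compound exposure at 37 °C, 5% CO2 | Detection: Steady-Glo luciferase glow luminescence, 10 min after reagent addition | Read-out basis: Activation, % of tunicamycin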
CHOP UPR activ = activators of apoptotic arm of unfolded protein response (CHOP) | activation, % at 10 µM | CHO-CHOP luciferase reporter, UPR activation, luminescence; percent of tunicamycin response over DMSO baseline | hit rate 0.34% among 330,000 | AID 449763;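 active = at 10 µM dose, activation of 40% or more, normalized to positive control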;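 also: 100% = tunicamycin at 10 µg/mL and 0% = DMSO alone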
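Material: CHO-CHOP cells, stable luciferase reporter of PERK-eIF2a-CHOP signalling; quantity: 500 reporter cells seeded per well; buffer or medium: F12 medium containing 10% fetal bovine serum; compound: one dose, 10 µM in 0.5% DMSO; incubation: 6 h compound treatment, 37 °C; measured by: Steady-Glo luciferase luminescence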
tim23-1 inh = growth inhibitors of tim23-1 mutant yeast. S. cerevisiae tim23-1 growth, BacTiter-Glo luminescence, 24 h. inhibition, % at 20 µM. hit rate 1.3% among 330,000. AID 463212;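 active = growth inhibition of the mutant yeast at or above 50%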;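 also: temperature-sensitive mutant grown at 25 °C; plate controls were DMSO-treated mutant yeast for no effect and medium wells lacking yeast for full effect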
CCR6 antagonist = blocks CCL20-driven beta-arrestin recruitment at human CCR6; hit rate 0.49% among 340,000; CHO-K1 CCR6 PathHunter beta-arrestin, luminescence, CCL20-stimulated; inhibition, % at 20 µM;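 active = compounds whose inhibition of the agonist-driven luminescence signal at 20 µM reaches about 50%, limit read from the data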;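 also: cells stimulated with CCL20 at 14 nM final; plate controls were DMSO with CCL20 for no effect and DMSO without agonist for full effect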
Target sequence (P51684 whole entry, looked up): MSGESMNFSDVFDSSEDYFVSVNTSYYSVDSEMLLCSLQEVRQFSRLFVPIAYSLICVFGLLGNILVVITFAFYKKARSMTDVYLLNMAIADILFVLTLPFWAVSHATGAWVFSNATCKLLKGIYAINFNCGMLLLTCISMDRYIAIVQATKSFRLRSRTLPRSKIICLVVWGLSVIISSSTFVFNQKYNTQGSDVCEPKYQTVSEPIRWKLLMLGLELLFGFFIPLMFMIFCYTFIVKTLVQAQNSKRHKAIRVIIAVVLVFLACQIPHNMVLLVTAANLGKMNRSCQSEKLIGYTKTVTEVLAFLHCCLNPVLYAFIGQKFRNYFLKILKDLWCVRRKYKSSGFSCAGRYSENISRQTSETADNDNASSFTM
APJ antag = blocks the human apelin receptor APJ; P35414; CHO-K1 APJ beta-arrestin complementation, luminescence; inhibition, % at 20 µM; hit rate 0.32% among 330,000; AID 2521;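 active = inhibition above about 40% at 20 µM, limit read from the data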;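 also: cells challenged with 10 nM apelin-13 agonist together with compound; plate controls were apelin-13 plus DMSO wells for no effect and DMSO wells lacking apelin-13 for full effect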
APJ ag = agonists of human APJ apelin receptor | activation, % at 20 µM | hit rate 0.11% among 330,000 | CHO-K1 APJ PathHunter beta-arrestin, luminescence; 0% DMSO wells, 100% apelin | AID 2520;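 active = activation more than six SD over the plate average, tested at 20 µM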;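 also: 0% = DMSO alone and 100% = apelin-13 at 10 nM; some results filed as inactive read as strong as hits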
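Assay system: CHO-K1 cells stably expressing ProLink-tagged human APJ and arrestin–beta-gal acceptor. Compound dosing: 20 µM single point, 1% DMSO. Times: 16-18 h seeding, 90 min dark compound exposure, 60 min detection. Detection: beta-gal luminescence. Evaluation: APJ–arrestin association signal. Controls: negative DMSO alone, positive Apelin-13 at 10 nM.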
An asterisk follows results filed as active; . = not tested or not shown. A portion of the library; the hit share may differ from the screen's.

Sequence of screens: EBI2 block	Mdm2 MdmX PPI	CXCR6 inh	XBP1 UPR activ	CHOP UPR activ	tim23-1 inh	CCR6 antagonist	APJ antag	APJ ag
- COc1ccccc1C1=NOC(C)(c2nnc(Cc3ccccc3)o2)C1 (stereo not given)
  -9	-6	5	-4	0.3	3	16	-7	-1
- CCNc1nc(NCC)nc(OCC(=O)O)n1
  -16	-20	5	-2	-0.4	3	2	-11	0
- Cc1cc(NC(=O)CSc2nc(=O)n(CCCN(C)C)c3c2CCCC3)no1
  -6	25	2	-3	1.6	12	13	15	-4
- COc1ccc(C(=O)C2CCCN(C(=O)c3cc(C4CC4)[nH]n3)C2)c(C)c1 (stereo not given)
  -11	18	-6	0	-0.1	5	3	-18	-6
- COc1cc(CN2CCN(Cc3cn(C)c4ccccc34)CC2CCO)cc(OC)c1 (stereo not given)
  -5	23	9	-1	0.2	6	-8	14	-1
- O=C(CNC(=O)c1cccs1)N/N=C/c1ccccc1[N+](=O)[O-]
  -8	-5	-4	1	7.2	-3	-3	-11	3
- O=C(NC1CCCC1)C(c1ccccc1F)N(C(=O)c1csnn1)C1CC1 (stereo not given)
  -4	-17	-4	-9	2.5	7	3	20	-3
- Cc1[nH]c(=O)[nH]c(=O)c1S(=O)(=O)N1CCCCC1
  -11	-15	-4	4	1.2	-3	0	13	-2
- Cc1oc2c(O)c(O)ccc2c(=O)c1-c1ccc(Cl)cc1
  -12	-1	-14	-1	1.7	17	-2	-19	2
- CC(C)(C)c1ccc(OCCCCCCN2CCNCC2)cc1
  1	26	-8	-2	4.9	-44	39	-4	-1
- COc1ccccc1NC(=O)CSc1nnc(CC(=O)Nc2ccccc2F)n1C
  6	17	-2	-3	0.9	15	4	-5	-3
- CCCNC(=O)COC(=O)c1[nH]c(C)c(C(=O)OCC)c1C
  4	15	5	2	3.5	4	-6	-2	-3
- CCOC(=O)C1(Cc2cccc(Cl)c2)CCCN(C(=O)CCNC(C)=O)C1 (stereo not given)
  1	-1	9	-3	1.1	24	6	-2	-3
- Cc1cc(C)cc(OCC(=O)N2Cc3ccccc3CC2C(=O)O)c1 (stereo not given)
  -16	-2	-4	-5	-0.6	4	10	-1	-1
- Cc1oc(=O)c(NC(=O)c2ccccc2)cc1C(=O)c1ccccc1
  5	-31	3	5	3.8	57*	7	13	-3
- CCOC(=O)c1ccc(N2C(=O)CC(N(C)Cc3ccccc3)C2=O)cc1 (stereo not given)
  2	-7	-7	-5	-1.4	12	-3	21	-3
- Cc1ccccc1S(=O)(=O)NC1=NCCCCC1
  -10	25	-2	0	2.7	6	-2	-18	2
- CCc1cc2c(=O)nc3n(c2s1)Cc1ccccc1/C3=C(/O)c1ccccc1Cl
  8	47	3	5	14	66*	16	16	2
- CCOC(=O)C(NC(=O)Nc1ccccc1)(OCC)C(F)(F)F (stereo not given)
  5	10	4	-3	-1.2	-5	-5	-4	-7
- COC(=O)c1[nH]c2ccc(F)cc2c1NS(=O)(=O)c1ccc(OC)cc1
  -4	57*	-8	-2	-1.9	28	7	-5	-1
- Cc1ccc(C)c(NC(=O)CC2Oc3ccccc3NC2=O)c1 (stereo not given)
  -13	20	-4	-2	2.1	-4	0	13	0
- CCOC(=O)C1(Cc2ccc(Cl)cc2)CCN(C(C)Cc2ccc(O)c(OC)c2)CC1 (stereo not given)
  47*	10	7	-2	7.8	17	16	13	2
- C=CCOc1cccc(CNc2ccc3[nH]c(=O)[nH]c3c2)c1
  -2	14	-9	-2	-0.4	11	2	1	0
- CC12CC3CC(C)(C1)CC(C(=O)Nc1nn[nH]n1)(C3)C2
  -16	10	-2	-1	3.2	3	-23	-11	1
- Cc1nn(-c2ccccc2)c(C)c1NC(=O)COC(=O)c1ccc(Cl)c(N)c1
  -2	-4	-8	6	-0.6	0	0	4	-1
- O=C(Nc1ncc(Cl)cc1Cl)c1c(F)cccc1Cl
  6	1	4	4	-0.4	12	-2	-12	-5
- CCC(C)NC(=O)COc1ccccc1[N+](=O)[O-] (stereo not given)
  -4	13	9	0	2.7	13	-5	4	-2
- O=C(c1nc2ccccn2c1CNCCCn1ncc2ccccc21)N1CCCC1
  6	24	6	0	0.0	8	8	-3	0
- C=CCC1(C#N)C(=S)NC2=C(C(=O)CC(C)(C)C2)C1c1ccc(Br)cc1 (stereo not given)
  5	-2	9	-2	0.3	-8	3	6	-3
- O=C(CC1C(=O)NCCN1C(=O)Nc1ccccc1)Nc1cccc(Cl)c1 (stereo not given)
  5	12	-1	1	-1.3	8	-11	-11	-1
- Cc1ccc(-c2nnn(CC(=O)Nc3ccccc3N3CCOCC3)n2)cc1
  2	11	-6	-3	0.2	30	11	-2	-1
- CC(C)Cn1c2nc3ccccc3nc2c2c(=O)n(CCN3CCOCC3)cnc21
  2	-5	4	-4	0.8	18	-4	11	1
- C[N+]1(CCNC(=O)/C=N/O)CCCCC1
  7	-2	1	-1	-0.2	-5	-6	-2	7
- N#Cc1cc2c([nH]c1=S)CCCCCC2
  -16	3	0	-2	-1.3	21	-17	1	0
- CN(/N=C/c1ccncc1)C1=NCCN1
  -6	25	3	0	0.1	0	4	-3	-2
- CCOc1ccc(S(=O)(=O)N2CCCCC2)cc1NC(=O)CSCc1c(C)noc1C
  -1	13	5	-5	2.0	2	-4	0	6
- O=C(CN1C(=O)c2ccccc2C1=O)Nc1cccc(Cl)c1
  -2	12	1	-3	-0.9	9	-7	14	0
- CCN1CCN(c2nc3c(c(=O)[nH]c(=O)n3C)n2CCCSc2ncccn2)CC1
  -9	8	-4	-4	1.4	4	-3	8	-3
- CC(=O)N1CCN(C(=O)c2ccc(Cl)c(NC(=O)c3cccs3)c2)CC1
  -3	0	4	-2	1.8	-43	2	10	-2
- COc1cc(C)ccc1OCC(=O)OCC(=O)c1ccc[nH]1
  -9	-3	1	-1	-1.3	4	3	-11	-2
- COc1cc(/C=C2\SC(=S)NC2=O)ccc1OS(=O)(=O)c1ccccc1
  .	0	.	0	-2.2	23	.	24	-5
- Cc1sc2ncnc(SCC(=O)Nc3ccc(S(=O)(=O)N4CCOCC4)cc3)c2c1C
  -2	37	-2	2	-1.6	31	-1	0	2
- COC(=O)Nc1nc2ccc(Sc3ccccc3)cc2[nH]1
  0	46	-4	7	5.8	3	10	10	-2
- CCOC(=O)c1c(-c2ccccc2)csc1NC(=S)NC(=O)c1ccccc1
  27	5	20	2	4.4	12	29	8	9
- COCCCNC(=O)c1cn(C)c(=O)c2c1c1ccccc1n2C
  1	12	-10	-2	0.3	12	4	-5	-4
- COc1cccc(C2CC(c3ccccc3)=NN2S(=O)(=O)c2ccccc2)c1OC (stereo not given)
  6	11	3	-1	0.6	36	10	2	-4
- O=C(Nc1nnc(-c2ccco2)s1)C1CCCCC1
  0	-21	0	8	3.6	-1	5	1	-3
- COc1ccc(-c2nc(CSCC(=O)N3CCC(C(N)=O)CC3)c(C)o2)cc1OC
  -6	13	-1	1	0.3	-5	0	-67	-1
- CCOC(=O)c1cc(C#N)c(SCC(=O)c2cc(C#N)c(SC)nc2C)[nH]c1=O
  13	1	5	1	-0.7	19	2	10	-2
- CCOC(=O)c1[nH]c(C)c(CN(CCc2ccccc2)C(=O)CCC(=O)O)c1C
  -2	26	-2	3	5.7	1	4	9	-2
- Fc1ccc(OCCOCCN2CCNCC2)cc1
  7	14	3	-1	-0.6	-10	0	-6	0
- O=C(CN1CCN(c2ccc(O)cc2)CC1)Nc1ccc(S(=O)(=O)N2CCCC2)cc1
  -21	7	-15	-3	1.3	-3	1	-16	8
- O=C(c1cc(COc2ccc(F)cc2Cl)on1)N1CCc2ccccc2C1
  10	2	2	1	0.7	10	22	-18	-2
- O=C(NCc1ccco1)c1ccc(-c2csnn2)cc1
  5	-6	-2	1	2.4	12	-2	2	2
- O=C1OC[C@H]2CCCC[C@@H](CO)ON12
  -9	18	-4	1	1.9	29	-2	.	.
- Clc1cccc(Nc2nc(-c3ccncc3)nc3ccccc23)c1
  30	93*	2	10	4.5	11	11	-18	-1
- Cc1cc(C(=O)NNC(=O)c2ccc(Cl)cc2Cl)c(C)o1
  -1	-3	-1	2	0.9	10	5	20	-4
- COc1ccc(C(=O)NCc2ccc(Cl)cc2)cc1S(=O)(=O)N1CCCC1
  22	-4	-4	-1	-0.5	14	1	-1	-2
- COc1ccc(-c2oc(NC(=O)CSc3ncn[nH]3)c(C#N)c2-c2ccc(OC)cc2)cc1
  13	48	11	-3	-0.8	-11	12	10	-2
- CCOc1ccccc1NC(=O)C1C2C=CC(O2)C1C(=O)O (stereo not given)
  -1	10	-6	-7	-1.1	-2	-2	-1	1

Next part.
Sequence of screens: EBI2 block	Mdm2 MdmX PPI	CXCR6 inh	XBP1 UPR activ	CHOP UPR activ	tim23-1 inh	CCR6 antagonist	APJ antag	APJ ag
- Cc1cc(C)n(CCC(=O)Nc2ccc(-c3ccno3)cc2)n1
  2	-10	-8	-1	-1.2	7	6	4	-1
- CCOC(=O)c1c(NC(=O)c2c(C)noc2C)sc2c1CCCCC2
  -2	-7	9	-1	0.8	-2	29	-5	-3
- Cc1nnc(SCC(=O)c2cc(C)n(-c3c(C)n(C)n(-c4ccccc4)c3=O)c2C)s1
  -4	6	0	-3	-1.7	12	3	3	3
- CCOC(=O)c1cnn(-c2cc(C)c3ccccc3n2)c1N
  18	-17	8	-2	7.2	1	8	7	-2
- CCC(=O)Nc1cccc(-c2nc3ccc(C)cc3o2)c1
  -10	-85	-4	-1	4.5	39	-3	5	-2
- COc1ccccc1NS(=O)(=O)c1cccc(NC(=S)NCCN2CCOCC2)c1
  -11	21	-9	-1	-0.6	9	-1	12	-3
- O=C(CCCNC(=O)c1ccc(Cl)cc1)Nc1ccccc1C(F)(F)F
  9	-28	1	2	0.6	-10	4	-13	-2
- COc1ccc(OCC(=O)Nc2ccc3c(c2)nc(CCN2CCN(C)CC2)n3C)cc1
  1	12	-5	-6	-0.3	4	10	-8	7
- O=C(C1CCCN(S(=O)(=O)c2cccc3nsnc23)C1)N1CC=C(c2ccccc2)CC1 (stereo not given)
  9	37	2	7	1.0	6	2	10	-3
- CCOC(=O)C(=CNc1cc(C)nn1-c1ccc(Cl)cc1)C(=O)OCC
  -2	20	5	-2	3.8	-9	0	-9	12
- Cc1ccc(-c2noc(-c3ccccc3C(=O)NCc3ccco3)n2)cc1
  11	11	-9	1	1.9	18	13	8	1
- CCOC(=O)CNc1ncnc2nc[nH]c12
  -14	-22	4	0	0.4	-4	3	-78	-3
